AMA1 RON2 block: qHTS for Inhibitors of AMA1-RON; Towards Development of Antimalarial Drug Lead: Primary Screen; AlphaScreen AMA1-biotinylated RON2 peptide binding; Potency, µM (series often up to 58.2 µM), for inactives: top-dose activity change, negative = inhibition, usual class: inhibitors; 360,000 tested, 0.2% active;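 note: potency is the fitted concentration of half-maximal effect; 0% = vehicle wells and -100% = peptide control; nearly all actives have a fitted effect of over 45% in size; some results filed as inactive show a strong effect at the top dose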
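AMA1 (3D7) with his tag at 25 nM final met compounds first, then biotinylated RON2 peptide at 25 nM; detection used donor plus acceptor beads, 10 µg/mL apiece, read by AlphaScreen after 30 min at room temperature.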
Pf growth 48h: Primary qHTS for delayed death inhibitors of the malarial parasite plastid, 48 hour incubation; AID 504832, 2011; P. falciparum luciferase growth in erythrocytes, 48 h; Potency, µM (highest dose often 28.7 µM), for inactives: at the top dose activity change, negative = inhibition, actives largely listed as inhibitors; 310,000 tested, 5.9% active; note: potency is the fitted concentration of half-maximal effect; % is set by controls: 0 for no effect and ±100 for the full control effect
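Cell-based growth assay: transgenic P. falciparum expressing firefly luciferase, cultured in red cells within RPMI 1640 containing 0.5% w/v Albumax, 24 mM bicarbonate and gentamycin. A drop in luciferase activity indicates inhibition.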
LmPK inhibitor: qHTS Assay for Inhibitors of Leishmania Mexicana Pyruvate Kinase (LmPK); Q27686; purified LmPK, Kinase-Glo ATP luminescence, 1 h; Potency, µM (top dose mostly 57.5 µM), for the others: top-dose activity change, negative = inhibition, usual class: inhibitors; 290,000 tested, 0.37% active; AID 1721, 2009; note: potency is the fitted concentration of half-maximal effect; % is set by controls: 0 for no effect and ±100 for the full control effect
Target sequence (Q27686 whole entry, looked up): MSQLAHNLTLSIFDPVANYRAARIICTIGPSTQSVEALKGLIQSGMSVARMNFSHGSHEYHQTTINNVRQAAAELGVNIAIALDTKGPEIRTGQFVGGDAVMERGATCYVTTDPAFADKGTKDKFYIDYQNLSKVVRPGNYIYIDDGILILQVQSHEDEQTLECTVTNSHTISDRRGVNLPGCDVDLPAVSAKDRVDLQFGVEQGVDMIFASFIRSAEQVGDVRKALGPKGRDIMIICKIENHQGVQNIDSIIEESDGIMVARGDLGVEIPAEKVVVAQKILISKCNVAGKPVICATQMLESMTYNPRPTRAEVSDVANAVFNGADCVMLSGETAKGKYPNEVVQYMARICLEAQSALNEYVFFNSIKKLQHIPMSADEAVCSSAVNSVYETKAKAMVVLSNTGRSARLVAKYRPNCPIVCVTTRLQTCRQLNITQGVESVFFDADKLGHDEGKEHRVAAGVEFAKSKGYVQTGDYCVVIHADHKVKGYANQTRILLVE
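In 50 mM imidazole pH 7.2 with 7 mM MgCl2, LmPK (0.1 nM) turned over PEP (0.5 mM) and ADP (0.1 mM) for 1 h at room temperature. Luciferase read-out of ATP.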
TbPYK inhibitor: qHTS of Trypanosoma Brucei Inhibitors; TbPYK enzyme, Kinase-Glo Plus ATP luminescence, 45 min; 410,000 tested, 0.12% active; Potency, µM (titrated, usually from 76.8 µM), for inactives: at the top dose activity, negative = inhibition, actives largely listed as inhibitors; pyruvate kinase (Trypanosoma brucei), Q57TT1; note: potency is the fitted concentration of half-maximal effect; % is set by controls: 0 for no effect and ±100 for the full control effect; nearly all actives have a fitted effect of over 50% in size
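Luminescent Kinase-Glo Plus end-point after 45 min room-temperature reaction of T. brucei pyruvate kinase started with 130 uM ADP (final). Buffer TEA 50 mM pH 7.2 with KCl, MgCl2, BSA, Tween-20; titration-based qHTS with fitted concentration-effect curves.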
Cycloheximide cs: Cycloheximide Counterscreen for Small Molecule Inhibitors of Shiga Toxin; cell reporter, cycloheximide protein synthesis inhibition counterscreen; max response, %; 300,000 tested, 12% active; in the data active = max response mostly above about 13%, no sharp cut-off; inactive = mostly below about 14%; note: read at 38.3 µM for the half of the compounds with a filed dose; 0% is about no effect
Pf growth 96h: Primary qHTS for delayed death inhibitors of the malarial parasite plastid, 96 hour incubation; P. falciparum luciferase reporter growth, 96 h; Potency, µM (highest dose often 28.7 µM), without a hit: at the top dose activity change, negative = inhibition, actives largely listed as inhibitors; 320,000 tested, 6.9% active; AID 504834, 2011; note: potency is the fitted concentration of half-maximal effect; % is set by controls: 0 for no effect and ±100 for the full control effect
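Delayed-death screen, second-generation endpoint: infected erythrocytes, 2% hematocrit, 0.05% parasitemia final; 96 hours at 37 C, 5% CO2; luciferase detection reagent; luminescence decrease equals reduced growth.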
Shiga toxin inh: A qHTS for Small Molecule Inhibitors of Shiga Toxin. AID 2315, 2010. inhibition, % at 38.7 µM. Vero cells, Shiga toxin protein synthesis inhibition reporter. 290,000 tested, 9.2% active; in the data active = inhibition mostly above about 28%, no sharp cut-off; inactive = mostly below about 43%; note: 0% is about no effect
An asterisk follows results filed as active; [ ] = remark or other dose. Unless noted, calls come from the whole dose curve; as a rule, active = well fitted curve in the direction sought with a large enough effect; inconclusive = small, poorly fitted or top-dose-only effect, or another doubt; inactive = no such curve, though single readings can be large; an effect the other way counts as inactive or inconclusive.

What do the screens show for `CCOc1ccc(CN2CCN(Cc3cccn3-c3nccs3)CC2CCO)cc1` (configuration not stated)?
AMA1 RON2 block: -15%; Pf growth 48h: inconclusive; LmPK inhibitor: -8%; TbPYK inhibitor: -1%; Cycloheximide cs: -3; Pf growth 96h: inconclusive; Shiga toxin inh: 17

Results for COc1cc([N+](=O)[O-])ccc1NC(=O)COC(=O)c1ccc(NC(N)=O)cc1 ?
AMA1 RON2 block: -11%; Pf growth 48h: -13%; LmPK inhibitor: -2%; TbPYK inhibitor: -23%; Cycloheximide cs: 1; Pf growth 96h: 51%[activator]; Shiga toxin inh: -5

How did NS(=O)(=O)c1ccccc1NC(=O)c1c(O)c2ccccc2[nH]c1=O do in these assays?
AMA1 RON2 block: 124%[activator]; Pf growth 48h: 103%[activator]; LmPK inhibitor: -7%; TbPYK inhibitor: 3%; Cycloheximide cs: 41*; Pf growth 96h: -8%; Shiga toxin inh: 86*

How did Cc1cccc2cc(C(c3nnnn3C3CCCC3)N3CCOCC3)c(=O)[nH]c12 (configuration not stated) do in these assays?
AMA1 RON2 block: 12%; Pf growth 48h: -1%; LmPK inhibitor: 0%; TbPYK inhibitor: -18%; Cycloheximide cs: 6; Pf growth 96h: -14%; Shiga toxin inh: 14

What do the screens show for `CCC(=O)c1ccc(OC(=O)C2CCN(C3=NS(=O)(=O)c4ccccc43)CC2)cc1`?
AMA1 RON2 block: 0%; Pf growth 48h: 51%[activator]; TbPYK inhibitor: 3%; Pf growth 96h: 0%

How did O=C(Nc1nccs1)C1CC(=O)N(Cc2ccco2)C1 (configuration not stated) do in these assays?
AMA1 RON2 block: -10%; Pf growth 48h: 1%; LmPK inhibitor: 4%; TbPYK inhibitor: 1%; Cycloheximide cs: 9; Pf growth 96h: -4%; Shiga toxin inh: -10

How did O=C(CSc1nnc(C2COc3ccccc3O2)o1)N1CCCCC1 (configuration not stated) do in these assays?
AMA1 RON2 block: 1%; LmPK inhibitor: 12%; TbPYK inhibitor: -5%; Cycloheximide cs: -2; Pf growth 96h: inconclusive; Shiga toxin inh: 32

How did COc1ccccc1CCNC(=O)C(=O)c1cn(CC(=O)N2CCCC2)c2ccccc12 do in these assays?
AMA1 RON2 block: 3%; Pf growth 48h: -4%; LmPK inhibitor: -12%; TbPYK inhibitor: 0%; Cycloheximide cs: 33*; Pf growth 96h: inconclusive; Shiga toxin inh: 64*

How did c1ccc(-c2cc(N3CCOCC3)nc(-c3ccccc3)n2)cc1 do in these assays?
AMA1 RON2 block: inconclusive; Pf growth 48h: 7%; LmPK inhibitor: -3%; TbPYK inhibitor: 5%; Cycloheximide cs: 3; Pf growth 96h: 0%; Shiga toxin inh: -11

How did Cc1cccc(-n2c(SCC(=O)Nc3nonc3C)nnc2-c2ccoc2C)c1 do in these assays?
AMA1 RON2 block: -6%; Pf growth 48h: inconclusive; LmPK inhibitor: 1%; TbPYK inhibitor: -3%; Cycloheximide cs: 8; Pf growth 96h: 3%; Shiga toxin inh: -18

Results for CCOc1ccc(S(=O)(=O)N2CCC(C(=O)NCc3ccncc3)CC2)cc1C ?
AMA1 RON2 block: 13%; Pf growth 48h: -1%; LmPK inhibitor: -1%; TbPYK inhibitor: 1%; Cycloheximide cs: -4; Pf growth 96h: 20%; Shiga toxin inh: 3

Results for O=C1c2ccccc2-c2c1cccc2C(=O)N1CCCCCC1 ?
AMA1 RON2 block: -5%; Pf growth 48h: -4%; LmPK inhibitor: 1%; TbPYK inhibitor: 1%; Cycloheximide cs: -3; Pf growth 96h: -12%; Shiga toxin inh: 2

Next part, overlapping the part above by 3 compounds.
How did Cc1cccc(-n2c(SCC(=O)Nc3nonc3C)nnc2-c2ccoc2C)c1 do in these assays?
AMA1 RON2 block: -6%; Pf growth 48h: inconclusive; LmPK inhibitor: 1%; TbPYK inhibitor: -3%; Cycloheximide cs: 8; Pf growth 96h: 3%; Shiga toxin inh: -18

Results for CCOc1ccc(S(=O)(=O)N2CCC(C(=O)NCc3ccncc3)CC2)cc1C ?
AMA1 RON2 block: 13%; Pf growth 48h: -1%; LmPK inhibitor: -1%; TbPYK inhibitor: 1%; Cycloheximide cs: -4; Pf growth 96h: 20%; Shiga toxin inh: 3

Results for O=C1c2ccccc2-c2c1cccc2C(=O)N1CCCCCC1 ?
AMA1 RON2 block: -5%; Pf growth 48h: -4%; LmPK inhibitor: 1%; TbPYK inhibitor: 1%; Cycloheximide cs: -3; Pf growth 96h: -12%; Shiga toxin inh: 2

How did CC(C)CN=C(NS(=O)(=O)c1ccccc1)C(Cl)(Cl)Cl do in these assays?
AMA1 RON2 block: 17%[2.32 µM]; Pf growth 48h: 2.6µM*; LmPK inhibitor: 4%; TbPYK inhibitor: -8%; Cycloheximide cs: 16; Pf growth 96h: 10µM*; Shiga toxin inh: 13

What do the screens show for `CCOc1ccc(-c2nc(CCl)cs2)cc1OC`?
AMA1 RON2 block: 0%; Pf growth 48h: 50%[activator]; LmPK inhibitor: -7%; TbPYK inhibitor: -4%; Cycloheximide cs: 17*; Pf growth 96h: 49%[activator]; Shiga toxin inh: 41

How did C[C@@H]1NC(=O)[C@H](CCCN=C(N)N)NC(=O)c2cc([N+](=O)[O-])cc(I)c2OCC[C@@H](C(=O)NC(CC(=O)O)C(N)=O)NC1=O (some centres not stated) do in these assays?
Pf growth 48h: 15%; LmPK inhibitor: -1%; Cycloheximide cs: -5; Pf growth 96h: -1%; Shiga toxin inh: -7

How did COc1cc2c(cc1OC)C(C)N(C(=O)c1cccs1)CC2 (configuration not stated) do in these assays?
AMA1 RON2 block: 4%; Pf growth 48h: -24%; LmPK inhibitor: -1%; TbPYK inhibitor: 2%; Cycloheximide cs: -1; Pf growth 96h: 31%[activator]; Shiga toxin inh: -5

What do the screens show for `CC(=O)c1cc(CN2CCCCC2)cc(OC(C)C)c1`?
AMA1 RON2 block: -5%; Pf growth 48h: 4%; LmPK inhibitor: 1%; TbPYK inhibitor: 3%; Cycloheximide cs: -7; Pf growth 96h: 13%; Shiga toxin inh: -18

How did C=CCSc1ncc(C#N)c(N)n1 do in these assays?
AMA1 RON2 block: 3%; Pf growth 48h: 28%; LmPK inhibitor: -7%; TbPYK inhibitor: 11%; Cycloheximide cs: 0; Pf growth 96h: -18%; Shiga toxin inh: 20

Results for CCNC(=O)c1sccc1-n1cccc1 ?
AMA1 RON2 block: -8%; LmPK inhibitor: -5%; TbPYK inhibitor: 2%; Cycloheximide cs: 3; Pf growth 96h: -2%; Shiga toxin inh: -8

What do the screens show for `COc1ccc(NC(=O)c2cccc(NC(=O)c3ccccc3)c2)cc1`?
AMA1 RON2 block: 40%[activator]; Pf growth 48h: -6%; LmPK inhibitor: -7%; TbPYK inhibitor: 0%; Cycloheximide cs: 18*; Pf growth 96h: 1%; Shiga toxin inh: 25

Results for Cc1ccc(-n2nc3c(c2NC(=O)c2ccc4c(c2)OCO4)CS(=O)C3)cc1 (configuration not stated) ?
AMA1 RON2 block: 16%; Pf growth 48h: -2%; LmPK inhibitor: 7%; TbPYK inhibitor: -5%; Cycloheximide cs: -1; Pf growth 96h: 163%[activator]; Shiga toxin inh: 18

What do the screens show for `Cc1c(C)c2cc(Cl)c(OCc3nn[nH]n3)cc2oc1=O`?
AMA1 RON2 block: -4%; Pf growth 48h: 17%; LmPK inhibitor: 12%; TbPYK inhibitor: -3%; Cycloheximide cs: 3; Pf growth 96h: 19%; Shiga toxin inh: -14

How did CCc1sc(C(=O)NC2CCN(C)CC2)cc1Br do in these assays?
AMA1 RON2 block: 5%; Pf growth 48h: inconclusive; LmPK inhibitor: -6%; TbPYK inhibitor: 10%; Cycloheximide cs: -1; Shiga toxin inh: -2

What do the screens show for `COc1ccccc1N1CCN(C(=O)c2ccc3c(c2)CCN3S(C)(=O)=O)CC1`?
AMA1 RON2 block: 1%; Pf growth 48h: -2%; LmPK inhibitor: 7%; TbPYK inhibitor: -16%; Cycloheximide cs: -1; Pf growth 96h: inconclusive; Shiga toxin inh: -7

How did Nc1nonc1-n1nnc(C(=O)N/N=C/C=C/c2ccccc2)c1CSC1=NCCS1 do in these assays?
AMA1 RON2 block: 76%[activator]; Pf growth 48h: inconclusive; LmPK inhibitor: 4%; TbPYK inhibitor: 1%; Cycloheximide cs: 17*; Pf growth 96h: inconclusive; Shiga toxin inh: 43*

What do the screens show for `Cc1ccc(CS(=O)Cc2ccc(C(=O)NCc3ccc4c(c3)OCO4)o2)cc1` (configuration not stated)?
AMA1 RON2 block: -3%; Pf growth 48h: 12%; LmPK inhibitor: -4%; TbPYK inhibitor: -6%; Cycloheximide cs: 14; Pf growth 96h: 13µM*; Shiga toxin inh: -5

What do the screens show for `CCCOc1cccc(-c2cc(C(=O)NNC(=S)NCC)c3ccccc3n2)c1`?
AMA1 RON2 block: 64%[activator]; Pf growth 48h: 10µM*; LmPK inhibitor: 6%; TbPYK inhibitor: -5%; Cycloheximide cs: 25*; Shiga toxin inh: 87*

Results for CCOc1ccc(C(=O)CCC(=O)O)cc1 ?
AMA1 RON2 block: 3%; Pf growth 48h: 7%; LmPK inhibitor: 0%; TbPYK inhibitor: -6%; Cycloheximide cs: 2; Pf growth 96h: 4%; Shiga toxin inh: -14

What do the screens show for `FC(F)(F)c1cccc(Sc2cc(C(F)(F)F)nc(-c3ccccn3)n2)c1`?
AMA1 RON2 block: 73%[activator]; Pf growth 48h: 0%; LmPK inhibitor: -3%; TbPYK inhibitor: 0%; Cycloheximide cs: -1; Pf growth 96h: inconclusive; Shiga toxin inh: -16

How did COc1ccc2oc(=O)c(C(=O)N3CCN(C(=O)c4ccco4)CC3)cc2c1 do in these assays?
AMA1 RON2 block: -1%; Pf growth 48h: 14%; LmPK inhibitor: 0%; TbPYK inhibitor: 11%; Cycloheximide cs: 6; Pf growth 96h: inconclusive; Shiga toxin inh: -8

Results for O=C(NCc1ccc2c(c1)OCO2)c1cccc(S(=O)(=O)N2CCCC2)c1 ?
AMA1 RON2 block: 8%; Pf growth 48h: 4%; LmPK inhibitor: -1%; TbPYK inhibitor: 5%; Cycloheximide cs: -1; Pf growth 96h: -8%; Shiga toxin inh: 21

How did COc1ccc(C2CC(=O)C(C=NCCO)=C(O)C2)cc1 (configuration not stated) do in these assays?
AMA1 RON2 block: 20%; Pf growth 48h: 71%[activator]; LmPK inhibitor: 3%; TbPYK inhibitor: -2%; Cycloheximide cs: 3; Pf growth 96h: 34%[activator]; Shiga toxin inh: 4

Results for CCOC(=O)C(C(=O)OCC)[C@@H]1CS(=O)(=O)C[C@H]1C(C(=O)OCC)C(=O)OCC ?
AMA1 RON2 block: 3%; Pf growth 48h: 12%; LmPK inhibitor: 8%; TbPYK inhibitor: 4%; Cycloheximide cs: -5; Shiga toxin inh: -14
